HIF-2a block = inhibitors of HIF-2a | 786-0 RCC cells HIF-2a reporter, luciferase luminescence, overnight | inhibition, % at 18.8 µM | 360,000 compounds, 0.72% hits;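 active = inhibition of the luminescence signal of 40% or more relative to plate controls, in a single-dose primary screen at 18.75 µM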
NR2E3 ag-1 = NR2E3 (human) agonism; 320,000 compounds, 0.12% hits; Q9Y5X4; GST-NR2E3/biotin-RetCOR TR-FRET, 1536-well; AID 2300; inhibition of corepressor binding, % at 4.78 µM;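 active = percent inhibition above the cutoff of mean plus 3 SD of all tested compounds, set per screening campaign, cut at about 20% in these data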;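 also: 0% = DMSO wells and 100% = biotin wells as full block of FRET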
Target sequence (Q9Y5X4 whole entry, looked up): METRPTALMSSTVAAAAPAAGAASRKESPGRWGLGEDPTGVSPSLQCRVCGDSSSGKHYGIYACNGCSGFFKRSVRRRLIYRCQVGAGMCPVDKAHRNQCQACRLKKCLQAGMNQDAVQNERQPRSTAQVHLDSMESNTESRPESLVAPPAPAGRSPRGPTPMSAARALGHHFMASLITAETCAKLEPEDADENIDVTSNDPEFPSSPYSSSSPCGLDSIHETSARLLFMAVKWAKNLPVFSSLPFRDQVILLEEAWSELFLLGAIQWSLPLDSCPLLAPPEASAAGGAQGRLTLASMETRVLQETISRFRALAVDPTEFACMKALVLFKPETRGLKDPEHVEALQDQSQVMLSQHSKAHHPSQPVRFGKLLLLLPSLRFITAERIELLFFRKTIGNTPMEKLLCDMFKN
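System: GST-tagged NR2E3 plus biotinylated RetCOR corepressor; Buffer or medium: pH 7.5 Tris-based buffer; Probe or stimulus: RetCOR corepressor, biotinylated, 7 nM; Doses: compound at 4.8 µM, single dose; Schedule: 5 h incubation at 4 °C; Technique: time-resolved FRET; Evaluation: percent inhibition of TR-FRET ratio; Replication: one well per compound, singlicate testing.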
KKLEB tox = CF airway cell cytotoxicity counter-screen; activity change (cytotoxicity), % at 5 µM; 360,000 compounds, 0.36% hits; KKLEB CF airway cells viability, ATPlite luminescence, overnight; hits give low values; cells stimulated with P. aeruginosa culture filtrate; AID 602141;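 active = corrected activity change at or below -50% at 5 µM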
Peg3 prom inh = reduces Peg3 promoter-driven luciferase expression in HeLa | inhibition, % at 20 µM | AID 588405 | 360,000 compounds, 1.7% hits | HeLa PEG-Prom luciferase reporter, luminescence, overnight;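 active = inhibition of at least 50% at 20 µM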
Shn3 inh set2 = inhibitors of Schnurri-3 3'UTR reporter in osteoblasts; Clone20 osteoblast Shn3 3'UTR firefly luciferase, 24 h; inhibition, % at 12.5 µM; 360,000 compounds, 0.52% hits; AID 588674;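 active = mean inhibition of at least 75% with every replicate also reaching 75%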;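 also: 0% = median of neutral control wells and 100% = pilot-screen positive control compound; some compounds past the cut are filed as inactive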
NR2E3 ag-2 = agonists of human NR2E3 nuclear receptor | Q9Y5X4 | CHO-S Gal4-NCOR/VP16-NR2E3 two-hybrid, luciferase | inhibition of corepressor binding, % at 3.98 µM | 360,000 compounds, 0.35% hits | AID 602229;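 active = inhibition above the mean of all tested compounds plus 3 SD, cut at about 70% in these data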;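 also: 0% = DMSO with NR2E3 transfected cells and 100% = cells lacking NR2E3 construct; higher means lower luciferase signal from less NR2E3 corepressor binding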
CF NFkB block = blocks PAF-induced NF-kB reporter in cystic fibrosis cells. inhibition, % at 5 µM. KKLEB NF-kB-GFP reporter, GFP fluorescence overnight. AID 588850. 360,000 compounds, 0.86% hits;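 active = at least 50% inhibition at 5 µM, scaled per plate between neutral and stimulator controls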;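 also: PAF is a Pseudomonas aeruginosa culture filtrate used as stimulus; plate controls were PAF-stimulated DMSO wells for no effect and unstimulated DMSO wells for full effect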
CaV13 ICDI inh = Primary screen for inhibitors of IQ motif and Ca2+-dependent inactivation inhibitor domain binding in CACNA1D, Förster resonance energy transfer in living cells, …. 340,000 compounds, 0.098% hits. HEK cells, CFP/YFP FRET ICDI-IQ, plate reader, 10 min; percent FRET-ratio fall versus neutral wells. inhibition, % at 12.3 µM;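 active = mean replicate inhibition of at least 30% and at least 1% of replicates passing that level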;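 also: 0% = median of the neutral control wells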
Vif inh = blocks HIV Vif function; 340,000 compounds, 0.35% hits; inhibition, % at 7.49 µM; HEK293T cells, Vif self-association by quenched fluorescence, imaging, 24 h; in the data active = inhibition above about 50%, passing the limit was not always enough; also: some results filed as inactive read as strong as hits
MITF TRPM1 inh = reduces MITF-dependent TRPM1 promoter luciferase signal | inhibition, % at 12.5 µM | 330,000 compounds, 0.83% hits | SK-MEL-5 TRPM1 promoter luciferase, 24 h;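 active = mean inhibition across replicates of 60% or more, whatever share of single replicates reaches that level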; also: values of inactives mirror those of a sister screen read the other way
PDI inh = PDI (human) enzyme inhibition | PDI insulin aggregation turbidity, A650, 90 min | inhibition, % at 10 µM | 350,000 compounds, 0.052% hits;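 active = mean inhibition across replicates of 30% or more, whatever share of single replicates reach that level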;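 also: absorbance from insulin aggregation driven by PDI reduction with DTT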
Target sequence (P07237 whole entry, looked up): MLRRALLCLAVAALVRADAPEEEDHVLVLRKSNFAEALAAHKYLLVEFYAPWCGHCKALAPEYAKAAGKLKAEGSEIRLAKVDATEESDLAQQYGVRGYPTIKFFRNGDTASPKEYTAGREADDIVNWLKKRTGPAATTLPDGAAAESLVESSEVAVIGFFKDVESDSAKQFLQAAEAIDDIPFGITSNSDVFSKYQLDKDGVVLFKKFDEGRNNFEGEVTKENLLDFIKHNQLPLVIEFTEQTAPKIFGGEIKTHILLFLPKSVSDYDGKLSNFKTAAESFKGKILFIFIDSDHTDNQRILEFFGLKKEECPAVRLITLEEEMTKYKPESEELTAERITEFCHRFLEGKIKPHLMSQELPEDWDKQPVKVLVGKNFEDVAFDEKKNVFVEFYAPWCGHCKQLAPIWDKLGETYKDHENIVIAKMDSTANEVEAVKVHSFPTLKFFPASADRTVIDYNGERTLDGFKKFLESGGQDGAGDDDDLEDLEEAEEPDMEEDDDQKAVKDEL
The depositor's hits bear a star; . = no result given. No enrichment for hits; any-hit rate near 3.3%.

The first four entries as a preview:
(1) COc1ccc(S(=O)(=O)Nc2ccc3cn[nH]c3c2)cc1[N+](=O)[O-]
(2) Cc1cccc(NC(=O)c2cc3c(n(-c4ccccc4)c2=O)CCCC3=O)n1
(3) O=C(Nc1ccccc1)N1CCn2c(nc3ccccc32)C1
(4) Cc1ccc2occ(/C=N/NC(N)=S)c(=O)c2c1

entry no. | 1 | 2 | 3 | 4
HIF-2a block | 17 | 8 | -6 | -30
NR2E3 ag-1 | 2 | . | -1 | 1
KKLEB tox | -6 | 8 | -1 | 13
Peg3 prom inh | 11 | 8 | -8 | -52
Shn3 inh set2 | 6 | -8 | -9 | -21
NR2E3 ag-2 | 0 | -6 | 3 | 3
CF NFkB block | -25 | 2 | -6 | -33
CaV13 ICDI inh | -6 | . | -6 | -6
Vif inh | 2 | 2 | -1 | -4
MITF TRPM1 inh | 20 | 3 | -9 | -2
PDI inh | -10 | 0 | 11 | -3

The listing (from the top)
(1) COc1ccc(S(=O)(=O)Nc2ccc3cn[nH]c3c2)cc1[N+](=O)[O-]
(2) Cc1cccc(NC(=O)c2cc3c(n(-c4ccccc4)c2=O)CCCC3=O)n1
(3) O=C(Nc1ccccc1)N1CCn2c(nc3ccccc32)C1
(4) Cc1ccc2occ(/C=N/NC(N)=S)c(=O)c2c1
(5) CCOCCOC(=O)C1=C(C)N(C)C(=O)NC1c1cc(Cl)c(O)c(OCC)c1 (stereo not drawn)
(6) Cn1nnnc1SCC(=O)Nc1ccc(Oc2ccccc2)cc1

entry no. | 1 | 2 | 3 | 4 | 5 | 6
HIF-2a block | 17 | 8 | -6 | -30 | 2 | -66
NR2E3 ag-1 | 2 | . | -1 | 1 | 2 | 2
KKLEB tox | -6 | 8 | -1 | 13 | 8 | -3
Peg3 prom inh | 11 | 8 | -8 | -52 | -2 | -45
Shn3 inh set2 | 6 | -8 | -9 | -21 | -82 | -30
NR2E3 ag-2 | 0 | -6 | 3 | 3 | -5 | -9
CF NFkB block | -25 | 2 | -6 | -33 | 10 | -5
CaV13 ICDI inh | -6 | . | -6 | -6 | -4 | -4
Vif inh | 2 | 2 | -1 | -4 | 2 | -3
MITF TRPM1 inh | 20 | 3 | -9 | -2 | 7 | -12
PDI inh | -10 | 0 | 11 | -3 | 4 | 5

(7) Nc1nc(-c2ccc3c(c2)OCCO3)cs1
(8) CN1CCCCC1=NCCCn1cnc2c1c(=O)n(C)c(=O)n2C
(9) COc1ccc(S(=O)(=O)NCCCCCC(=O)O)cc1C(=O)O
(10) COc1cccc(NC(=O)CN(C)C(=O)c2ccc(S(=O)(=O)Nc3ccccc3C)cc2)c1
(11) O=C(Cc1ccc(S(=O)(=O)N2CCOCC2)s1)N1CCN(S(=O)(=O)c2cccc(F)c2)CC1
(12) CC(Sc1nnc(-c2ccco2)n1-c1ccccc1)C(=O)NCC1CCCO1 (stereo not drawn)

entry no. | 7 | 8 | 9 | 10 | 11 | 12
HIF-2a block | -210 | 6 | 14 | 12 | 6 | -7
NR2E3 ag-1 | 1 | 2 | 1 | 1 | . | 2
KKLEB tox | -8 | -9 | 17 | 14 | 13 | -10
Peg3 prom inh | -251 | 6 | -5 | 13 | 1 | -2
Shn3 inh set2 | -49 | 11 | 4 | 7 | 9 | -4
NR2E3 ag-2 | -56 | -3 | -14 | -16 | -13 | 13
CF NFkB block | 15 | 1 | -8 | -18 | 4 | 6
CaV13 ICDI inh | . | -11 | -2 | -6 | -2 | -6
Vif inh | 19 | -2 | 2 | -9 | -15 | -3
MITF TRPM1 inh | -75 | 2 | 11 | 6 | 7 | 5
PDI inh | -6 | 2 | -1 | 6 | 3 | -1

(13) CCOC(=O)c1c(-c2ccc(OC)cc2)oc2ccc(OCC(N)=O)cc12
(14) C#CCn1cnc2c(cnn2-c2ccc(C)c(C)c2)c1=O
(15) Cc1cc(=O)[nH]c(SCc2ccccc2)n1
(16) COc1cc(NC(=S)NCCN2CCOCC2)cc(OC)c1
(17) CCOC(=O)Cn1nc(C)c(NC(=O)COc2ccc([N+](=O)[O-])cc2)c1C
(18) COc1ccc(CCNc2oc(-c3ccc(OC)c(OC)c3)nc2C#N)cc1

entry no. | 13 | 14 | 15 | 16 | 17 | 18
HIF-2a block | 15 | -259 | 18 | 12 | 20 | -24
NR2E3 ag-1 | 1 | 1 | -1 | 0 | 3 | 5
KKLEB tox | -6 | 6 | 0 | 6 | -7 | 1
Peg3 prom inh | 8 | -271 | 12 | 9 | -5 | 18
Shn3 inh set2 | 0 | -69 | 3 | -6 | 5 | -3
NR2E3 ag-2 | 4 | -102 | -12 | -4 | -9 | -21
CF NFkB block | -18 | -8 | 4 | -15 | 2 | 3
CaV13 ICDI inh | -3 | . | -1 | -5 | -3 | -8
Vif inh | 2 | -9 | 7 | -2 | 4 | -6
MITF TRPM1 inh | -1 | -65 | -11 | 7 | 4 | -4
PDI inh | -13 | 7 | -3 | -5 | 1 | -11

(19) CN1CCN(S(=O)(=O)c2cccc(C(=O)Nc3cc(C(F)(F)F)ccc3N3CCCC3)c2)CC1
(20) CCOC(=O)c1c(NC(=O)Cn2cnc([N+](=O)[O-])n2)sc2c1CCC(C)C2 (stereo not drawn)
(21) CCOC(=O)Cn1c(CN2CCN(C(c3ccccc3)c3ccccc3)CC2)nc2c1c(=O)n(C)c(=O)n2C
(22) CCOC(=O)c1c(C)oc2c1c(C(c1cccnc1)N1CCOCC1)c(O)c1ccccc12 (stereo not drawn)
(23) CC1(C)CC(=O)C=C(c2cccc(OC(=O)c3ccc(-c4ccccc4)cc3)c2)C1=O
(24) O=C(Nc1ccc(Oc2ccccc2)cc1)c1ccc2sc([C@H]3C[C@H](O)[C@@H](CO)O3)nc2c1

entry no. | 19 | 20 | 21 | 22 | 23 | 24
HIF-2a block | 4 | 25 | 20 | 32 | -50 | -97
NR2E3 ag-1 | -2 | 4 | 0 | 2 | . | .
KKLEB tox | -9 | -12 | 6 | -7 | -4 | 6
Peg3 prom inh | -2 | 12 | -8 | -161 | -82 | -27
Shn3 inh set2 | -3 | -10 | 9 | -87 | -16 | 37
NR2E3 ag-2 | -3 | 4 | -7 | -121 | -10 | -44
CF NFkB block | 12 | 1 | -23 | 30 | -8 | 54*
CaV13 ICDI inh | -2 | -4 | -6 | . | -7 | -5
Vif inh | 2 | -19 | -16 | -3 | -2 | -5
MITF TRPM1 inh | -3 | 0 | . | -41 | . | .
PDI inh | -5 | -7 | . | -2 | 8 | -1

(25) COC(=O)CCN(C(=O)c1ccc(C)c([N+](=O)[O-])c1)c1ccccn1
(26) O=S(=O)(NCCSCc1ccc(Cl)cc1Cl)c1ccc2c(c1)OCCO2
(27) CC1CC(C)CN(S(=O)(=O)c2ccc3c(c2)CC(C)N3C(=O)C2CC2)C1 (stereo not drawn)
(28) Cc1ccc2[nH]c(=O)c(CN(Cc3cccs3)S(=O)(=O)c3ccc4c(c3)OCCO4)cc2c1
(29) CCCOc1ccc(C(=O)NNC(=S)NC(=O)c2ccccc2[N+](=O)[O-])cc1
(30) CCCCC[C@@H]1C=C(C(=O)O)[C@H](c2ccc(C#N)cc2)N1S(=O)(=O)c1ccc(C)cc1

entry no. | 25 | 26 | 27 | 28 | 29 | 30
HIF-2a block | 2 | 12 | 18 | -13 | -2 | 9
NR2E3 ag-1 | -1 | -4 | -3 | -4 | 2 | .
KKLEB tox | 3 | 9 | 11 | 1 | 9 | 0
Peg3 prom inh | 16 | 20 | 21 | 16 | -12 | 6
Shn3 inh set2 | -11 | 8 | 21 | -18 | -12 | -28
NR2E3 ag-2 | 6 | 13 | -29 | -8 | 21 | -8
CF NFkB block | 8 | -23 | 8 | -14 | 4 | -8
CaV13 ICDI inh | -5 | -5 | -7 | -3 | -3 | -5
Vif inh | 8 | . | -6 | 2 | 7 | -5
MITF TRPM1 inh | 11 | 5 | -5 | 7 | 1 | 4
PDI inh | 0 | 5 | 6 | 4 | -6 | 0

(31) CC1(C(=O)Nc2cccc(C#N)c2)CCN1C(=O)C/C=C/c1ccccc1 (stereo not drawn)
(32) CCC(Oc1ccccc1)C(=O)Nc1nnc(S(=O)(=O)Nc2ccccc2)s1 (stereo not drawn)
(33) Cc1ccc(NC(=O)N2CCCC2C(=O)Nc2ccc(-n3cnnn3)c(C)c2)cc1 (stereo not drawn)
(34) Cn1c2ccccc2c2c(C(=O)N3CCN(c4ccccc4)CC3)cn(C3CCCC3)c(=O)c21
(35) Cc1ccc(C(=O)CSc2nc(-c3ccccc3)cc(=O)[nH]2)cc1
(36) COC(=O)c1ccc(Sc2ccccc2NS(=O)(=O)c2ccc(C)cc2)nc1

entry no. | 31 | 32 | 33 | 34 | 35 | 36
HIF-2a block | -11 | 10 | 2 | 31 | 17 | -2
NR2E3 ag-1 | . | 6 | 0 | -1 | -2 | 0
KKLEB tox | 9 | -3 | 4 | -8 | -22 | -4
Peg3 prom inh | 14 | -4 | 10 | 25 | 18 | 6
Shn3 inh set2 | -22 | -5 | -17 | 35 | -9 | 2
NR2E3 ag-2 | 16 | 2 | 20 | 1 | -15 | -1
CF NFkB block | -11 | -19 | -7 | 2 | -6 | -3
CaV13 ICDI inh | -5 | -5 | -3 | -4 | -21 | -5
Vif inh | -12 | . | 15 | 9 | 15 | 4
MITF TRPM1 inh | . | 1 | -7 | -4 | 6 | 6
PDI inh | 11 | 12 | -8 | -16 | 4 | 6

(37) CCCCNC(=O)CNC(=O)c1cccs1
(38) Cc1onc(-c2c(F)cccc2Cl)c1-c1nnc(-c2ccc(C(F)(F)F)cc2)o1
(39) CC1=CC(C)(C)n2c(O)c(N=NC(N)=S)c3c(C)c(C)cc1c32
(40) COc1ccc2nc(N3C(=O)CNC3=S)sc2c1
(41) Cc1ccc(NC(=S)N(CCCN2CCOCC2)Cc2ccco2)cc1Cl
(42) O=C(CSc1nc(=O)n(CCCN2CCOCC2)c2c1CCCC2)Nc1cccc([N+](=O)[O-])c1
(43) CC(=O)Nc1ccc(SC[C@H](Cc2ccccc2)N2CC[C@@H](C(C)(C)C)CCC2=O)cc1
(44) Cc1ccccc1S(=O)(=O)c1c(C)cc(-c2ccccc2)[nH]c1=O

entry no. | 37 | 38 | 39 | 40 | 41 | 42 | 43 | 44
HIF-2a block | -7 | 11 | 3 | -180 | 15 | 2 | 15 | 21
NR2E3 ag-1 | 6 | -1 | 0 | 0 | -2 | 1 | -1 | 5
KKLEB tox | 13 | -3 | -8 | 0 | -3 | -18 | -22 | -4
Peg3 prom inh | 0 | 21 | 42 | -161 | 19 | -2 | 6 | 12
Shn3 inh set2 | -8 | 9 | 4 | -54 | 13 | 5 | 8 | 1
NR2E3 ag-2 | -21 | -2 | -43 | -121 | 3 | -1 | 15 | -39
CF NFkB block | 4 | 12 | -20 | -17 | -4 | 17 | 20 | 4
CaV13 ICDI inh | -3 | -4 | -5 | -4 | -5 | -7 | -4 | -4
Vif inh | 11 | . | -4 | 6 | 12 | 3 | -3 | -4
MITF TRPM1 inh | -4 | -2 | 1 | -10 | -2 | -4 | 0 | 8
PDI inh | 10 | 10 | -1 | -2 | -7 | 1 | -6 | -3
